Screens: PubChem BioAssay, National Center for Advancing Translational Sciences (NCATS)
PI5P4Ka inh = PI5P4K alpha (human) kinase inhibition; PI5P4Kalpha enzyme, ADP-Glo luminescence, 60 min; active compounds read low; max response, %; 1.2% of 330,000 active; AID 652105; active = max response of -50% or lower; inconclusive = between -30% and -50%; inactive = -30% or higher; also: value at the top dose of about 77 µM; % is scaled to controls: 0 for no effect and ±100 for the full control effect
Target sequence (P48426 whole entry, looked up): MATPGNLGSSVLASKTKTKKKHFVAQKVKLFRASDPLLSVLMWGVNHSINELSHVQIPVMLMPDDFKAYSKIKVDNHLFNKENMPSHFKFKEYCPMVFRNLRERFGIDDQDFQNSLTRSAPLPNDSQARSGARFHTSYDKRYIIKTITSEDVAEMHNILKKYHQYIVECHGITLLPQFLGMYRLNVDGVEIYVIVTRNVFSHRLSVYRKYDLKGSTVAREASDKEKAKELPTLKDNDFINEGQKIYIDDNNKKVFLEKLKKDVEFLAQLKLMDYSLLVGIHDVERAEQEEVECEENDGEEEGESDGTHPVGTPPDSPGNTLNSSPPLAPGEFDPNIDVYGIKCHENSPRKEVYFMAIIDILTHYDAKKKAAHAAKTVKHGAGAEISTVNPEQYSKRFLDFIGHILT
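ADP-Glo luminescence end-point after a 60 min room-temperature kinase reaction. PI5P4Kalpha and substrate in HEPES pH 7.4 buffer with EGTA, 0.1% CHAPS and 5% DMSO; ATP at 5 microM final.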
EPAC1 agonist = agonists of human EPAC1. O95398. EPAC1 agonist qHTS, biochemical assay; response scale: 100% = response to 6.5 mM cAMP. Potency, µM (doses to about 154 µM), for the others: at the highest dose activation, usual class: activators. 0.073% of 360,000 active; also: potency is read from the fitted curve at half-maximal effect; nearly all actives have a fitted effect of over 60% in size
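Nucleotide exchange by EPAC1 (100 nM) on Rap1B–BODIPY-GDP (250 nM) in the presence of 50 uM GDP is tracked fluorescently at 480/540 nm over 30 min. Signals are normalized to a 6.5 mM cAMP control.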
IL-2 act = activates IL-2 in a cell-based reporter assay; IL-2 activation reporter assay, cell-based qHTS; stimulated with anti-CD3/CD4/CD28 beads; in transgenic mouse T cells; 0.065% of 360,000 active; activation, % (series mostly up to about 46 µM); in the data active = activation above about 50%; inconclusive = mostly about 30% to 49%; also: 0% is about no effect
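Unstimulated transgenic mouse T cells preincubated 60 min with compound, then stimulated with anti-CD3/anti-CD4-coated beads plus anti-CD28 for 18 h at 37 degrees C. IL-2 response read as EGFP and DsRed fluorescence by plate cytometry.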
EPAC1 antagonist = antagonists of human EPAC1 | EPAC1 GEF assay, Rap1b-BODIPY-GDP exchange fluorescence | Potency, µM (highest dose often 115 µM), for inactives: at the highest dose activity change, negative = inhibition, actives largely listed as inhibitors | 0.14% of 360,000 active | AID 720709;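 also: potency is read from the fitted curve at half-maximal effect; plate controls were vehicle for no effect and positive control for full effect; nearly all actives have a fitted effect of over 50% in size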
FUS yeast rescue = FUS proteinopathy suppression in yeast; S. cerevisiae FUS-expressing, growth rescue, OD600, 24 h; Potency, µM (doses to about 76.6 µM), inactives show at the top dose growth rescue (activation), actives largely listed as activators; 0.24% of 390,000 active; AID 1347120;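 also: potency is read from the fitted curve at half-maximal effect; plate controls were DMSO vehicle for no effect and reference control for full effect; nearly all actives have a fitted effect of over 55% in size; some results filed as inactive show a strong effect at the top dose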
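Cultures pregrown in 2.5% raffinose medium are shifted to minimal medium containing 2% galactose to express toxic FUS. Compounds are tested at several concentrations. After 24hr at 30C, growth is quantified at 600 nm absorbance.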
PLK1 PBD inh = inhibitors of human PLK1 polo-box domain binding; Plk1 PBD binding of FITC phosphopeptide, fluorescence polarization; 2.8% of 360,000 active; Potency, µM, without a hit: max response, negative = inhibition, most hits filed as inhibitors; P53350; AID 720504; also: potency is read from the fitted curve at half-maximal effect; series mostly up to about 57 µM; % is scaled to controls: 0 for no effect and ±100 for the full control effect; nearly all actives have a fitted effect of over 65% in size
Target sequence (P53350 whole entry, looked up, the tested form may be a part): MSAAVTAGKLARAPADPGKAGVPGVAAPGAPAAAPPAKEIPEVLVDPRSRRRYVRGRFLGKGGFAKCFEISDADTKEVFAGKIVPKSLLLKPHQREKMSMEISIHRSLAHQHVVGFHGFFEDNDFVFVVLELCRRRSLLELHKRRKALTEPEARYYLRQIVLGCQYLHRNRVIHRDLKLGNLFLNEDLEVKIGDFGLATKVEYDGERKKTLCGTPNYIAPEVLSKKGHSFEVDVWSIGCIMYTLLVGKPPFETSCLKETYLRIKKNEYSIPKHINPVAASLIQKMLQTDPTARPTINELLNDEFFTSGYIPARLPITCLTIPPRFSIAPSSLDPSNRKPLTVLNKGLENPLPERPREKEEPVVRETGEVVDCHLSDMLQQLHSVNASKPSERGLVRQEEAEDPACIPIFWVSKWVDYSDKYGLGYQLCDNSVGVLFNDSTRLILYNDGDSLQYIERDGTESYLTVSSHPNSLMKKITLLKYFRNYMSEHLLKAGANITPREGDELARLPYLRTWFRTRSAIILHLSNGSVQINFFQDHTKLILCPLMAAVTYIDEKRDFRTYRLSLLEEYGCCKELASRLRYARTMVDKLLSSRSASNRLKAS
Abeta yeast res = compounds reversing amyloid beta toxicity in yeast; yeast expressing A-beta42, growth rescue, OD600, 48 h; response scale: 0% DMSO, 100% iron-clioquinol control; Potency, µM (titrated, usually from 46.1 µM), without a hit: at the top dose growth rescue, usual class: activators; 0.063% of 410,000 active; also: potency is read from the fitted curve at half-maximal effect; nearly all actives have a fitted effect of over 55% in size
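Yeast growth medium received pinned compounds, then yeast cells expressing toxic A-beta were added; plates incubated at 30 C for 48 hr. Growth read as absorbance at 600 nm, normalized to DMSO and equimolar FeCl3 plus clioquinol controls.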
WRN inhibitor = WRN helicase (human) inhibition. Q14191. WRN helicase unwinding, fluorescent forked duplex, kinetic. Potency, µM (titrated, usually from 114 µM), for the others: top-dose activity change, negative = inhibition, most hits filed as inhibitors. 0.46% of 360,000 active; also: potency is read from the fitted curve at half-maximal effect; % is scaled to controls: 0 for no effect and ±100 for the full control effect; nearly all actives have a fitted effect of over 55% in size
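Kinetic red-fluorescence monitoring (525/598 nm) tracks WRN helicase activity after 100 nM fluorophore-quencher forked duplex and 2 mM ATP are added to 20 nM enzyme pretreated 15 min at room temperature with compound.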
An asterisk follows results filed as active; u = inconclusive; x = not tested or not shown; & = joins results of further samples; [ ] = another dose, or the depositor's remark. Unless noted, calls follow the shape of the dose curve; as a rule, active = well fitted curve in the direction sought with a large enough effect; inconclusive = small, poorly fitted or top-dose-only effect, or another doubt; inactive = no such curve, though single readings can be large; an effect the other way counts as inactive or inconclusive.

SMILES	PI5P4Ka inh	EPAC1 agonist	IL-2 act	EPAC1 antagonist	FUS yeast rescue	PLK1 PBD inh	Abeta yeast res	WRN inhibitor
Cc1ccc(NC(=O)CSc2nnc([C@H](C)NC(=O)OC(C)(C)C)o2)c(C)c1	3	5%	2.0	-32%	3%	-11%	-11%	3%
Cc1cc(OC(=O)c2c(Cl)cc(Cl)cc2Cl)nc(C)n1	x	9%	-1.2	0%	-5%	-17%	-13%	8%
CCOC(=O)c1c[nH]c2c(Cl)c(Cl)ccc2c1=O	-1	-1%	6.0	0%	3%	27µM*	10%	-1%
Cc1ccc(C)c(S(=O)(=O)N2CCN(C(=O)CCCc3c[nH]c4ccccc34)CC2)c1	5	112µM*	-0.1	-22%	29%	0%	16%	-13%
Cc1cc(S(N)(=O)=O)c(N)c(S(N)(=O)=O)c1	0	-3%	-2.8	-2%	-22%	-16%	-1%	4%
Cn1c(=O)[nH]c(=O)c2c1nc(Br)n2CC(O)COCc1ccccc1 (stereo not drawn)	1	2%	0.1	0%	-21%	-5%	-1%	-13%
CCOC(=O)[C@@H]1[C@H]2COc3cc(OC)ccc3[C@@H]2N2C(=O)N(c3cccc(Cl)c3)C(=O)[C@@]12C	-12	-7%	-0.7	1%	32%	0%	6%	5%
CCCCCCCCN1C(=O)[C@H](CC(=O)NCc2cccc3ccccc23)C[C@@]2(C(=O)OCC)CCCC=C12	17	9%	-1.2	u	u	-16%	1%	-6%
Cc1ccc(C(=O)N/N=c2\sc3ccccc3n2C)cc1	5	7%	0.4	10%	-4%	-2%	4%	-15%
Cc1cc(C)c(NC(=O)NC(=O)c2cccc(F)c2)c(C)n1	x	3%	0.9	-25%	17%	-5%	20%	1%
CCOC(=O)N1CCN(c2nc(-c3cccs3)cc(C(F)(F)F)n2)CC1	3	10%	-4.1	8%	-12%	-7%	-4%	0%
CCCC1(C(=O)OC)NC(c2ccc(OC)cc2OC)C2C(=O)N(c3cccc(C(C)=O)c3)C(=O)C21 (stereo not drawn)	1	-2%	-1.7	-22%	12%	-3%	14%	12%
CC(CC(=O)Nc1ccc2c(c1)c(=O)n(C)n2-c1ccccc1F)c1ccccc1 (stereo not drawn)	-23	7%	-0.5	-3%	4%	-8%	-8%	-1%
CC(C)CCN1CCN=C1N(C)C	1	-2%	0.2	16%	-30%	-1%	-26%	-2%
CCOc1ncccc1C(=O)OCC(=O)Nc1cc(S(=O)(=O)N2CCCCC2)ccc1Cl	-4	8%	-5.0	11%	x	2%	-1%	1%

Reprinted from the part before: 4 entries, then new ones.
SMILES	PI5P4Ka inh	EPAC1 agonist	IL-2 act	EPAC1 antagonist	FUS yeast rescue	PLK1 PBD inh	Abeta yeast res	WRN inhibitor
CCCC1(C(=O)OC)NC(c2ccc(OC)cc2OC)C2C(=O)N(c3cccc(C(C)=O)c3)C(=O)C21 (stereo not drawn)	1	-2%	-1.7	-22%	12%	-3%	14%	12%
CC(CC(=O)Nc1ccc2c(c1)c(=O)n(C)n2-c1ccccc1F)c1ccccc1 (stereo not drawn)	-23	7%	-0.5	-3%	4%	-8%	-8%	-1%
CC(C)CCN1CCN=C1N(C)C	1	-2%	0.2	16%	-30%	-1%	-26%	-2%
CCOc1ncccc1C(=O)OCC(=O)Nc1cc(S(=O)(=O)N2CCCCC2)ccc1Cl	-4	8%	-5.0	11%	x	2%	-1%	1%
CCN1C(=O)[C@@H]2[C@@H](c3ccc(-c4ccccc4)cc3)N3CCC[C@@]3(C(=O)OC)[C@@H]2C1=O	2	-7%	0.0	0%	22%	5%	-27%	-2%
COc1ccc(CCNC(=O)COC(=O)c2ncc(Cl)c(Cl)c2Cl)cc1OC	0	4%	-4.1	-1%	x	-7%	-6%	-26%
COc1ccccc1N1CCN(C2CCCN(C(=O)CCC(C)=O)C2)CC1 (stereo not drawn)	-5	-4%	0.4	1%	-19%	0%	1%	-6%
CCOc1ccc(C(=O)OCC(=O)N2CCOCC2)cc1OCC	-3	-1%	1.2	-8%	0%	-13%	-3%	6%
Cc1cc(NS(=O)(=O)c2ccc(NC(=O)CCCOc3cccc(C)c3C)cc2)no1	-6	15%	0.2	-7%	-1%	-8%	4%	-19%
Cc1cc(C)c(S(=O)(=O)Nc2ccnc(-c3cccnc3)n2)c(C)c1	-1	-7%	2.0	9%	-3%	0%	8%	6%
O=C(COC(=O)c1ccccc1-c1ccccc1[N+](=O)[O-])c1ccccc1	-3	9%	-0.7	-6%	10%	-5%	15%	-6%
Cc1ccc(NC(=O)CN2C(=O)c3ccccc3C2=O)cc1	1	9%	0.2	-13%	21%	-10%	0%	-8%
Cc1ccc(-c2cn3c(=S)[nH]nc3s2)cc1	-19	0%	0.5	15%	-1%	-26%	9%	15%
Cc1ccccc1NC(=S)NCc1ccc2[nH]c3c(c2c1)CCCC3	0	-1%	2.0	4%	31%	-24%	u	-6%
COCCn1c(=O)[nH]c2cc(C(=O)N3CCN(c4ccc(Cl)cc4)CC3)ccc2c1=O	-12	2%	-0.5	-1%	-9%&-31%	-3%	2%&-3%	-2%
O=C(COC(=O)c1ccc(Cl)nc1)NC(=O)c1ccc(OC(F)F)cc1	2	2%	-0.6	10%	-9%	1%	-2%	-1%
Nc1ccc2ccccc2c1C(=O)c1ccccc1	-8	-10%	0.5	-11%	40%	-8%	0%	7%
CCCCCCn1c(SCCCC)nc2c1c(=O)[nH]c(=O)n2C	9	-2%	0.4	1%	-4%	-7%	-5%	15%
COc1cccc2sc3cc(NCc4ccc5c(c4)OCO5)ccc3c(=O)c12	-2	14%	0.3	1%	33%	-11%	8%	-8%
CC(C)(C)NC(=O)CSc1nc2ccccc2n1-c1ccccc1	-3	2%	-1.4	-6%	30%	-21%	10%	u
COc1ccc2[nH]c3c(c2c1)CCN1C(=O)N([C@@H](C)C(=O)NCc2ccc(C)cc2)C(=O)[C@]31C	3	-18%	0.1	-5%	2%	0%	-4%	3%
Cc1cccc(C)c1NC(=O)/C(=C/c1ccco1)c1ccccc1	7	0%	-0.2	-7%	-5%	0%	-6%	-13%
O=C1SCCC1NC(=O)C(c1ccccc1)c1ccccc1 (stereo not drawn)	-3	6%	-4.5	18%	10%	-18%	-11%	1%
O=C(NC(=S)NCCO)c1cn(-c2ccccc2)nc1-c1ccccc1	-1	-1%	-2.3	-5%	11%	-15%	9%	-2%
CCn1c2ccccc2c2cc(NC(=O)CC(C)=O)ccc21	5	1%	-0.2	1%	x	-2%	7%	4%
N#CC(C#N)=Cc1c(N2CCN(c3ccccc3)CC2)nc2ccccn2c1=O	1	4%	1.9	-3%	26%	-1%	0%	-5%[57.1 µM]
O=C(Nc1cccc(Cl)c1)OCc1cncs1	3	15%	0.5	-18%	7%	-8%	-5%	-23%
O=C(NC(=Nc1nc2ccccc2o1)NC(=O)c1ccccc1)c1ccccc1	3	3%	7.5	-20%	38%	-13%	-2%	6%
CN(C)/C=N/S(=O)(=O)c1cccn1-c1ncc(C(F)(F)F)cc1Cl	0	-3%	-1.5	7%	1%	-6%	5%	1%
O=C(Nc1ccc(Cl)c(Cl)c1)Nc1ccon1	2	-5%	-0.9	-7%	-11%	4%	-7%	-6%
O=[N+]([O-])c1ccc(O)c(C2=NNC(c3ccccc3F)C2)c1 (stereo not drawn)	-14	-4%	-3.3	u	53%	u	-82%[inhibitor]	u
CCN(CC)S(=O)(=O)c1cc(C(=O)Oc2cccc(-c3cnc4ccccc4n3)c2)ccc1OC	-5	3%	-2.1	-3%	-9%	-6%	3%	-1%
O=C(CSc1ncnc2scc(-c3ccccc3)c12)Nc1ccc(C(=O)O)cc1	-85*	-3%	-0.5	4%	-2%	-3%	15%	3%
COc1ccc(-c2cc3ccc(OCC(C)=O)cc3oc2=O)cc1OC	-13	-1%	-1.9	16%	26%	-9%	-4%	-2%
CCC(=O)NC(=S)Nc1ccc(NC(=O)c2ccc([N+](=O)[O-])cc2)cc1	1	-7%	-1.9	-3%	22%	-2%	6%	7%
COc1ccc(N(C)C(=O)CCS(=O)(=O)c2cccc3nonc23)cc1	0	-4%	1.6	3%	-2%	-5%	21%	-1%
COc1ccc(-c2nnc(SCc3cccc(C#N)c3)o2)cc1	x	21%	-0.8	-11%	1%	-11%	2%	-15%
CN(C)NC1=CC(=[N+]2CCCC2)CC(C)(C)C1	-5	9%	-0.2	-8%	-7%	-1%	-3%	-6%
CC1CCN(C(=O)Cn2c(=O)n(CCc3ccccc3)c(=O)c3ccccc32)CC1	4	-2%	4.2	-5%	-6%	0%	15%	-5%
COc1ccc(CNc2nc(-c3cccnc3)nn2C(C)=O)cc1	1	6%	1.5	-10%	14%	-10%	1%	-14%
CC1CCN(C2CCN(S(=O)(=O)c3ccc(F)cc3)CC2)CC1	0	6%	-0.2	1%	15%	-5%	-8%	-2%
Cc1ccc2[nH]c(CNC(=O)c3ccccc3F)cc2c1	-3	7%	-0.8	-14%	9%	-7%	19%	-29%
Cc1ccc(-c2cc(C(=O)N3CCN(C(=O)c4ccco4)CC3)no2)cc1	x	6%	-1.0	7%	43%	-6%	-19%	2%
Cc1ccc(S(=O)(=O)N2C[C@H]3[C@H]4C(=O)N(c5ccccc5)C(=O)[C@H]4CC(=O)[C@H]3[C@@H]2c2ccccc2)cc1	-2	0%	0.1	6%	u	6%	12%	-3%
NC(=O)c1ccc(NS(=O)(=O)c2ccc3ccccc3c2)cc1	-6	2%	-4.6	1%	24%	0%	-7%	-3%
COc1cccc(C(C(=O)NCC2CCCO2)N(C(=O)Cn2nnc3ccccc32)c2ccccc2C(C)=O)c1OC (stereo not drawn)	-8	11%	0.4	12%	25%	-12%	1%	5%
COC(=O)C1CCN(C(=O)CCC2CCCCC2)CC1	3	-5%	-4.0	14%	15%	-7%	-18%	0%
COc1ccc2[nH]c3ccccc3c2c1	-2	3%	1.3	-1%	-18%	-4%	26%	-5%
CCOC(=O)c1cccc(NC(=O)C(NS(=O)(=O)c2ccc3c(c2)CCN3C(C)=O)C(C)C)c1 (stereo not drawn)	-8	-1%	-0.3	u	17%	-8%	4%	6%
COc1cccc(OC)c1C(=O)Nc1cccc2c1CCCC2	-4	11%	1.2	13%	-2%	-2%	-6%	-8%
N[C@@H](Cc1ccccc1)C(=O)N1CCOCC1	-1	-1%	-2.3	14%	-14%	4%	6%	1%
